MrgX1 allo act: human MrgX1 positive allosteric modulation, primary screen; MrgX1-HEK293, Fluo-4 calcium flux, FDSS; active compounds read high; B-score at 10 µM; 0.63% of 310,000 active; AID 588675; Q96LB2;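 active = plate-corrected calcium response at least 3 library SD above typical, normal starting fluorescence, not activating the receptor alone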;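 also: compound read alongside a low EC10 to EC30 dose of BAM8-22 agonist; peak minus trough fluorescence over baseline measured at the second addition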
TRPC4 PAM: TRPC4 (mouse) allosteric potentiation. HEK293 TRPC4beta/mu-opioid, DAMGO EC20, Fluo-4 Ca2+ flux; active compounds read high. B-score at 10 µM. 0.42% of 310,000 active. AID 2227;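 active = B-score of calcium response area above 5 SD of library B-scores, with initial fluorescence ratio within 5 SD of library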;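 also: B-score of integrated fluorescence ratio over time as area under calcium response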
TRPC6 activator: mouse TRPC6 channel activation | Q61143 | HEK293-TRPC6 membrane potential dye fluorescence; active compounds read high | B-score at 10 µM | 0.13% of 310,000 active | AID 2550;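 active = B-score of the integrated fluorescence ratio above library mean plus 3 SD, and starting fluorescence ratio within library mean plus 5 SD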;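 also: higher score means more depolarization so channel activation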
Target sequence (Q61143 whole entry, looked up): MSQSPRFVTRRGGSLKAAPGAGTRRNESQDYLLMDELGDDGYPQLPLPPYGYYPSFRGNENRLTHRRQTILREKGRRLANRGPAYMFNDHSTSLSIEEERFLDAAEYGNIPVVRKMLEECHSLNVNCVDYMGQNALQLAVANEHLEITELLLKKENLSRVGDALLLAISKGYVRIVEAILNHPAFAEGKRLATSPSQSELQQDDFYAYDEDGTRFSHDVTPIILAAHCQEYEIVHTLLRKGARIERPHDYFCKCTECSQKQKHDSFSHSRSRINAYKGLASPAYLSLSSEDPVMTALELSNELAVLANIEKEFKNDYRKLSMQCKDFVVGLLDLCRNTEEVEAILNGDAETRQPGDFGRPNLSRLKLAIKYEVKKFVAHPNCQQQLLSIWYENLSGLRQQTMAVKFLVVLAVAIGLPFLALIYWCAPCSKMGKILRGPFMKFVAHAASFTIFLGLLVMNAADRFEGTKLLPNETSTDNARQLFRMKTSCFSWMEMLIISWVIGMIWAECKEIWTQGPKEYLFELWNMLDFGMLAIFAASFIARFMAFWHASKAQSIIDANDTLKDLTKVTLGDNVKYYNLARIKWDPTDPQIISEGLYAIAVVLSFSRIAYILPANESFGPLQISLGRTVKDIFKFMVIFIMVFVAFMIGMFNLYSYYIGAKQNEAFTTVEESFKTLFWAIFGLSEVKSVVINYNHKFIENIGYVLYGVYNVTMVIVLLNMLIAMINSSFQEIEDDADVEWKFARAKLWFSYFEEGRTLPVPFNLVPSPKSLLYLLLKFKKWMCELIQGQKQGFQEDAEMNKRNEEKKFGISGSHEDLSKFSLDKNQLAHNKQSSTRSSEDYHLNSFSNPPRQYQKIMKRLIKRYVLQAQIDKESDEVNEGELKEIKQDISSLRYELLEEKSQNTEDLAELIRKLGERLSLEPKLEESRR
TMEM16A inh: mouse TMEM16A channel inhibition, primary screen; Q8BHY3; 1.2% of 310,000 active; HEK293 TMEM16A/YFP iodide influx fluorescence, ionomycin; normalized B-score (activity score, 25-100; higher = stronger inhibition) at 10 µM; AID 588511;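 active = ratio plate-corrected score three or more library SD toward inhibition, starting fluorescence score within five deviations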;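 also: score derived from kinetic fluorescence span divided by baseline fluorescence per well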
MrgX1 antagonist: blocks BAM8-22 activation of human MrgX1 receptor; MRGX1-HEK293 calcium flux, Fluo-4, BAM8-22 antagonism; active compounds read low; 1.3% of 310,000 active; B-score at 10 µM;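 active = calcium-response B-score plate-corrected more than 3 library SD below zero, starting fluorescence within 5 deviations, no agonist response on first addition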;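 also: peak minus trough fluorescence over baseline after final BAM8-22 challenge near maximal dose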
TRPC4 inh: blocks the mouse TRPC4 cation channel. Q9QUQ5. HEK293 TRPC4beta/mu-opioid, DAMGO-evoked Fluo4 calcium flux; active compounds read low. B-score at 10 µM. 0.39% of 300,000 active;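 active = B-score over 3 SD under the library average, no early fluorescence shift, positive overall ratio signal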
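Signal: kinetic Fluo4 fluorescence imaging of calcium influx. Material: stable TRPC4beta/mu-opioid receptor HEK293 cells. Probe or stimulus: DAMGO in two steps, submaximal then maximal.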
TMEM16A act: mouse TMEM16A channel activation, primary screen; Q8BHY3; HEK293 TMEM16A/YFP-H148Q/I152L, iodide quench fluorescence; active compounds read low; B-score at 10 µM; 0.3% of 340,000 active; AID 623877;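 active = fluorescence-ratio B-score plate-corrected deviation score at least 3 library SD below zero, with starting fluorescence score within 5 deviations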;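 also: channel opened by trigger with iodide after compound preincubation; score built on the fluorescence ratio of max minus min over baseline; more negative score means more quench and so TMEM16A activation or potentiation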
RGS4 inh: inhibitors of human RGS4. P49798. HEK293 M3R/RGS4 inducible, Fluo-4 calcium flux; active compounds read high; triggered by carbachol at its EC20. B-score at 10 µM. 0.45% of 310,000 active. AID 463165;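 active = B-score, a plate-corrected calcium signal, over three deviations above library mean, with baseline fluorescence within five deviations of library mean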;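 also: RGS4 expression induced by doxycycline in cells with stable M3 receptor; B-score is computed from the integrated fluorescence ratio over baseline after carbachol; higher B-score means a larger calcium signal and so more RGS4 inhibition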
Target sequence (P49798 whole entry, looked up): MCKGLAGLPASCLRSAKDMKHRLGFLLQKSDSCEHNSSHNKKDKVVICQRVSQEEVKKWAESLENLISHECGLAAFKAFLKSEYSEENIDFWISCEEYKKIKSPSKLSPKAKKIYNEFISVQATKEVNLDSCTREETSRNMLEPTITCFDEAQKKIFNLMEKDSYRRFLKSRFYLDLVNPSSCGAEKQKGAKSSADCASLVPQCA
TRPC6 inhibitor: blocks the mouse TRPC6 cation channel; Q61143; HEK293-TRPC6, membrane potential dye, ACh-evoked depolarization; active compounds read low; B-score at 10 µM; 1.1% of 310,000 active; AID 2553;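 active = B-score under library mean minus 3 SD, initial fluorescence not abnormally high, positive integrated signal ratio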;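 also: B-score derived from integrated fluorescence ratio over the kinetic read; more negative B-score means stronger inhibition of depolarization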
TRPC4 act: opens the mouse TRPC4 cation channel; Q9QUQ5; HEK293 TRPC4beta/mu-opioid, Fluo4 calcium fluorescence; active compounds read high; B-score at 10 µM; 0.49% of 310,000 active; AID 2237;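 active = B-score above 5 SD of library B-scores, and initial fluorescence ratio not above library mean plus 5 SD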;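 also: positive B-score marks a calcium rise read as TRPC4 activation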
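Material: HEK293 stable line with TRPC4beta plus mu-opioid receptor; technique: Fluo4 calcium-sensitive dye fluorescence, kinetic, 1 Hz baseline; timing: Fluo4 dye loading 45 min at room temperature, 110 s recording; controls: assay buffer as low control, maximal DAMGO as high control; read-out: integrated baseline-normalised fluorescence ratio, converted to per-well B score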
MrgX1 ag: activates human MrgX1 receptor signaling; MrgX1-HEK293 cells, Fluo-4 calcium fluorescence, agonist mode; active compounds read high; B-score at 10 µM; 0.44% of 310,000 active;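 active = calcium response B-score plate-corrected fluorescence ratio at least 3 library SD, with starting fluorescence B-score inside 5 SD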
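System – MrgX1-expressing HEK293 cells · Incubation – cells plated overnight, dye loaded 0.5 h 37 °C, 0.5 h room temperature · Technique – kinetic Fluo-4 NW fluorescence of intracellular calcium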
The depositor's hits bear a star; i = inactive; nt = no result given.

SMILES	MrgX1 allo act	TRPC4 PAM	TRPC6 activator	TMEM16A inh	MrgX1 antagonist	TRPC4 inh	TMEM16A act	RGS4 inh	TRPC6 inhibitor	TRPC4 act	MrgX1 ag
O=C(CC1C(=O)NCCN1Cc1cccc(F)c1)NC1CCCCCC1 (configuration not stated)	i	i	i	i	i	i	i	i	i	i	i
O=C(CSc1n[nH]c(-c2ccccn2)n1)Nc1ccccc1F	i	i	i	i	i	i	i	i	i	i	i
Fc1ccc(NC(=S)Nc2ccc(Br)cc2)cc1	i	i	i	i	i	i	i	i	i	i	i
Brc1ccc(CSc2ncnc3nc[nH]c23)cc1	i	i	i	i	i	i	i	i	i	i	i
CC(C)C[C@@H](NC(=O)[C@H]1CCCN1C(=O)Cc1ccccc1)C(N)=O	i	i	i	i	i	i	i	i	i	i	i
COCCN1CCN(C(=O)c2cc(COc3ccc(F)cc3Cl)on2)CC1	i	i	i	i	i	i	i	i	i	i	i
COC(=O)c1ccc(OCC(=O)Nc2ccsc2C(=O)OC)cc1	i	i	i	i	i	i	i	i	i	i	i
Cc1cc(NC(=O)CSc2nc3ccccc3n2CC(=O)N2CC(C)CC(C)C2)no1 (configuration not stated)	i	i	i	i	i	i	i	i	i	i	i
O=C(NCCc1ccccc1)C1CCN(S(=O)(=O)N2CCCCCC2)CC1	i	i	i	i	i	i	i	i	i	i	i
CCOC(=O)C1(CCCc2ccccc2)CCN(C(=O)C2=C(C)OCCO2)CC1	nt	i	i	nt	nt	i	i	i	i	i	nt
CC(=O)c1cccc(NC(=O)CCNS(=O)(=O)c2cccc3nsnc23)c1	i	i	i	i	i	i	i	i	i	i	i
COc1cccc(C2N(c3cccc(Cl)c3)C(=O)C3CCCN32)c1 (configuration not stated)	i	i	i	i	i	i	i	i	i	i	i
Cc1ccc2c(c1)SC1=NC(c3ccccc3)(C(F)(F)F)NC(=O)N12 (configuration not stated)	i	i	i	i	i	i	nt	i	i	i	i
CC(NC(=O)c1cccc(OC2CCN(C(=O)C3CC3)CC2)c1)c1ccc(F)cc1 (configuration not stated)	i	i	i	i	i	i	i	i	i	i	i
Cc1ccc(C)n1N1C(=O)/C(=C\c2ccc(Cl)cc2)SC1=S	i	i	i	i	i	i	i	i	i	i	i
CCn1c(N2CCN(CC(=O)c3c[nH]c4ccccc34)CC2)nc2c1c(=O)[nH]c(=O)n2C	i	i	i	i	i	i	i	i	i	i	i
O=[N+]([O-])c1cccc(CN2CCC(Cc3ccccc3)CC2)c1	i	i	i	i	i	i	i	i	i	i	i
O=C(N/N=C/c1cccc(O)c1)c1cc2c(ccc3ccccc32)o1	i	i	i	i	i	i	i	i	i	i	i
CCN(CC)C(=O)Oc1ccc2oc(=O)cc(-c3cc4cccc(OC)c4o3)c2c1	i	i	i	i	i	i	i	i	i	i	i
Cn1c(NCc2ccco2)nc2c1c(=O)n(Cc1ccc(Br)cc1)c(=O)n2C	i	i	i	i	i	i	i	i	i	i	i
CCCCOC(=O)c1ccc(NC(=O)c2cc(Cl)c(Cl)cc2C(=O)O)cc1	i	i	i	i	i	i	i	i	i	i	i
Nc1nc(SCc2ccccc2)n[nH]1	i	i	i	i	i	i	i	i	i	i	i
Cc1oc2cc3oc(=O)c(CCC(=O)NCCC(=O)O)c(C)c3cc2c1C	i	i	i	i	i	i	i	i	i	i	i
COc1ccc(-c2cc(=O)oc3cc(OCC(=O)N4C[C@H]5C[C@@H](C4)c4cccc(=O)n4C5)ccc23)cc1	i	i	i	i	i	i	i	i	i	i	i
Cc1cc(C)cc(-n2cnc3cc(C(=O)O)ccc32)c1	i	i	i	i	i	i	i	i	i	i	i
O=C(N/N=C/c1ccc(O)c(O)c1)c1cccc(S(=O)(=O)N2CCCC2)c1	i	i	i	i	i	i	i	i	i	i	i
Cc1ccc(NC(=S)N2CCN(C)CC2)c(C)c1	i	i	i	i	i	i	i	i	i	i	i
CCCOc1cccc(C(=O)N/N=C/c2ccoc2)c1	i	i	i	i	i	i	i	i	i	i	i
COC(=O)c1cccc(NC(=S)N2CCN(C)CC2)c1	i	i	i	i	i	i	i	i	i	i	i
O=S(=O)(/C=C/c1ccccc1)N1CCN(c2ccc(F)cc2)CC1	i	i	i	i	i	i	i	i	i	i	i
CC(C)(C)n1nnnc1C(c1cccnc1)N1CCN(C(=O)c2ccco2)CC1 (configuration not stated)	i	i	i	i	i	i	i	i	i	i	i
COc1ccc(C(=O)N2CCN(CCc3ccccn3)CC2)cc1	i	i	i	i	i	i	nt	i	i	i	i
O=C(NCC1CCCO1)c1ccc(OC2CCN(C(=O)C3CC3)CC2)cc1 (configuration not stated)	i	i	i	i	i	i	i	i	i	i	i
CCS(=O)(=O)Nc1ccc(C2=NN(C(=S)Nc3ccccc3)C(c3ccco3)C2)cc1 (configuration not stated)	i	i	i	i	i	i	i	i	i	i	i
Cc1ccc(C(=O)Nc2sc(C)c(C)c2C(=O)c2ccccc2)cc1	i	i	i	i	i	i	i	i	i	i	i
COc1ccc(-c2cc3nc(C)c(CCC(=O)NCc4ccc(F)cc4)c(C)n3n2)c(OC)c1	i	i	i	i	i	i	i	i	i	i	i
Cc1cccc(NC(=O)COc2coc(CN3CCc4ccccc4C3)cc2=O)c1	i	i	i	i	i	i	i	i	i	i	i
N#Cc1ccccc1NC(=O)CSc1cn[nH]n1	i	i	i	i	i	i	i	i	i	i	i
C#CCN1c2ccccc2Sc2cccnc21	i	i	i	i	i	i	i	i	i	i	i
CC(=O)c1cccc(NC(=O)c2csc3c2CCCCC3)c1	i	i	i	i	i	i	i	i	i	i	i
CN1CCN(c2ccc(NC(=S)NC(=O)c3cccc4ccccc34)cc2)CC1	i	i	i	i	i	i	i	i	i	i	i
CC1CC(C)CN(S(=O)(=O)CCNC(=O)c2ccccc2)C1 (configuration not stated)	i	i	i	i	i	i	i	i	i	i	i
Cc1ccc(F)cc1NC(=O)CCC(=O)c1cccs1	i	i	i	i	i	i	i	i	i	i	i
O=C1CC(N(C(=O)c2ccco2)c2ccc(F)cc2)C(=O)N1c1ccc(F)cc1 (configuration not stated)	i	i	i	i	i	i	i	i	i	i	i
CC(c1ccco1)N(C(=O)c1cccs1)c1ccccn1 (configuration not stated)	i	i	i	i	i	i	i	i	i	i	i
CC(C)c1ccccc1-n1c(-c2cccnc2)n[nH]c1=S	i	i	i	i	i	i	i	i	i	i	i
O=C(NC1CCCCC1)NC1CCN(S(=O)(=O)c2ccc3c(c2)OCCO3)CC1	i	i	i	i	i	i	i	i	i	i	i
COc1ccc(C(=O)NC(Cn2ccnc2)C(C)(C)C)cc1OC1CCN(C(C)C)CC1 (configuration not stated)	i	i	i	i	i	i	i	i	i	i	i
Cc1ccccc1NC(=O)C(C)OC(=O)CCC(=O)N(CC(C)C)c1c(N)n(CC(C)C)c(=O)[nH]c1=O (configuration not stated)	i	i	i	i	i	i	i	i	i	i	i
COC(=O)c1ccc(OC(=O)CS(=O)c2ccccc2[N+](=O)[O-])cc1 (configuration not stated)	i	i	i	i	i	i	i	i	i	i	i
COCCNC(=O)COc1cccc2c1OC(C)(C)C2	i	i	i	i	i	i	i	i	i	i	i
c1ccc(CSc2nnnn2-c2ccc3c(c2)OCCO3)nc1	i	i	i	i	i	i	i	i	i	i	i
O=C(NCC1CCCO1)c1cc2nc(-c3ccco3)cc(C(F)(F)Cl)n2n1 (configuration not stated)	i	i	i	i	i	i	i	i	i	i	i
Cc1ccc(N=Cc2ccc[nH]2)c(O)c1	i	i	i	i	i	i	i	i	i	i	i
O=C(NC(=S)Nc1cc(S(=O)(=O)N2CCOCC2)ccc1N1CCOCC1)c1ccco1	i	i	i	i	i	i	i	i	i	i	i
CN(C)CC/C=C1/c2ccccc2Sc2ccc(Cl)cc21	i	i	i	i	i	i	i	i	-5.3*	i	i
CC(C)NS(=O)(=O)c1ccc(OCC(=O)Nc2ccc3c(c2)OCO3)cc1	i	i	i	i	i	i	i	i	i	i	i
O=C(c1ccccc1)N1CCCCC(Cl)C1=O (configuration not stated)	i	i	i	i	i	i	i	i	i	i	i
Cc1ccccc1N1CCN(Cc2c(C#N)c3ccccc3n2C)CC1	i	i	i	i	i	i	i	i	i	i	i
O=C(COc1ccccc1)Nc1ccc(N2CCN(C(=O)c3cccs3)CC2)cc1	i	i	i	i	i	i	i	i	i	i	i

Looked up by compound from the entries so far:
SMILES	MrgX1 allo act	TRPC4 PAM	TRPC6 activator	TMEM16A inh	MrgX1 antagonist	TRPC4 inh	TMEM16A act	RGS4 inh	TRPC6 inhibitor	TRPC4 act	MrgX1 ag
Cc1ccccc1NC(=O)C(C)OC(=O)CCC(=O)N(CC(C)C)c1c(N)n(CC(C)C)c(=O)[nH]c1=O (configuration not stated)	i	i	i	i	i	i	i	i	i	i	i
COCCNC(=O)COc1cccc2c1OC(C)(C)C2	i	i	i	i	i	i	i	i	i	i	i
O=C(c1ccccc1)N1CCCCC(Cl)C1=O (configuration not stated)	i	i	i	i	i	i	i	i	i	i	i

More entries follow.
SMILES	MrgX1 allo act	TRPC4 PAM	TRPC6 activator	TMEM16A inh	MrgX1 antagonist	TRPC4 inh	TMEM16A act	RGS4 inh	TRPC6 inhibitor	TRPC4 act	MrgX1 ag
CCOC(=O)c1c(NC(=O)CSc2nccn2C)sc(C(=O)NC)c1C	i	i	i	i	i	i	i	i	i	i	i
CCOC(=O)CCN(Cc1cccs1)S(=O)(=O)c1ccc(F)cc1	i	i	i	i	i	i	i	i	i	i	i
Cc1scc(C(=O)N/N=C/c2ccc(Cl)s2)c1C	i	i	i	i	i	i	i	i	i	i	i
CCc1ccc(CN2CCN(S(=O)(=O)Cc3ccccc3)CC2)cc1	i	i	i	i	i	i	i	i	i	i	i
CN(CC(=O)Nc1cccc(F)c1)C(=O)CSc1ccccc1	i	i	i	i	i	i	i	i	i	i	i
Cc1cc(NS(=O)(=O)c2ccc(NC(=O)COc3ccc(Cl)c(C)c3)cc2)no1	nt	i	i	nt	nt	-6*	i	i	i	i	nt
Cc1ccccc1NCC(=O)N/N=C/c1ccc([N+](=O)[O-])cc1	i	i	i	i	i	i	i	i	i	i	i
CCc1cccc(C)c1NC(=S)N(CCCN1CCN(C)CC1)Cc1cccs1	i	i	i	i	i	i	i	i	i	i	i
